Screening data (PubChem BioAssay)
L3MBTL1 block: inhibitors of human L3MBTL1 | Q9Y468 | AlphaScreen L3MBTL1–H3K9me1 peptide binding | Potency, µM (titrated, usually from 57.1 µM), for inactives: top-dose activity, negative = inhibition, usual class: inhibitors | hit rate 0.66% among 230,000 | AID 485360; note: nearly all actives have a fitted effect of over 60% in size
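AlphaScreen proximity signal between nickel-chelate acceptor and streptavidin donor beads (final 10 ug/mL) reports binding of 50 nM L3MBTL1 to 75 nM biotin-H3 K9me1 peptide; complex incubated with compounds 30 min at room temperature; cefsulodin titration as control.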
Tau fluor cs: counter-screen for tau fibril formation inhibitors | Potency, µM (top dose mostly 57.7 µM), without a hit: top-dose activity change, negative = decrease | tau K18 P301L Alexa594 fluorescence, heparin fibrillization | AID 1463 | hit rate 0.93% among 280,000; note: nearly all actives have a fitted effect of over 55% in size
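Human K18 P301L tau (15 uM unlabeled plus 0.24 uM Alexa 594-labeled, final) in 100 mM sodium acetate pH 7 was mixed with compound and 20 uM heparin and incubated 6 hr at 37 C.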
TR SRC2 fluor cs: counter-screen for TRb-SRC2 inhibitors: fluorescence interference. TRb/SRC2 Texas Red total fluorescence interference. Potency, µM (doses to about 106 µM), for the others: top-dose fluorescence change, negative = quenching. hit rate 0.29% among 280,000. AID 1479; active = well fitted curve in either direction with a large enough effect; inconclusive = small, poorly fitted or top-dose-only effect
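Human TRb ligand-binding domain at 0.6 uM with 20 nM Texas Red SRC2 peptide in Tris buffer containing 1 uM T3 and 5% DMSO, incubated with compound 5 h at ambient temperature. Total fluorescence (555/632 nm) calculated as parallel + 2 × perpendicular.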
TRb-SRC2 inh: TRbeta-SRC2 interaction inhibition; Potency, µM (titrated, usually from 106 µM), for the others: top-dose activity change, negative = inhibition, actives largely listed as inhibitors; AID 1469; hit rate 0.065% among 280,000; TRbeta-SRC2 peptide binding, fluorescence polarization; receptor liganded with 1 µM T3; P10828;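 note: plate controls were bound peptide for no effect and peptide without receptor for full effect; nearly all actives have a fitted effect of over 50% in size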
Target sequence (P10828 whole entry, looked up): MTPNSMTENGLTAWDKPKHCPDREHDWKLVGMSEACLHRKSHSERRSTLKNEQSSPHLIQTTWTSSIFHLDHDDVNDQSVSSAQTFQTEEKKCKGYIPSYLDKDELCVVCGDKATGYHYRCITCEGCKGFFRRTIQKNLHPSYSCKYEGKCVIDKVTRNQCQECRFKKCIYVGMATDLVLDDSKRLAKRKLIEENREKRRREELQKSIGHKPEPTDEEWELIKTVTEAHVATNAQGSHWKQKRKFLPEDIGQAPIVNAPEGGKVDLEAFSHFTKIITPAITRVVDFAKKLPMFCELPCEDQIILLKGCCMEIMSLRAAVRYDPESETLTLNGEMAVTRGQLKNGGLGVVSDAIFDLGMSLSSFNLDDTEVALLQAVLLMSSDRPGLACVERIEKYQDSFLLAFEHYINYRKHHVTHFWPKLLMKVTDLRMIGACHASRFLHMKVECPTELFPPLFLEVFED
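Read-out is fluorescence polarization (555 nm excitation, 632 nm emission) of a Texas Red SRC2 coactivator peptide; loss of signal reflects blocked binding to human TRb ligand-binding domain in the presence of 1 uM T3.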
Tau ThT inhib: inhibitors of human tau fibril formation, thioflavin T binding; hit rate 2.1% among 270,000; P10636; Potency, µM (doses to about 57.4 µM), for inactives: at the top dose activity, negative = inhibition, hits mostly inhibitors; AID 1460; recombinant tau K18 P301L (four-repeat tau fragment), heparin-induced fibrillization, ThT fluorescence; note: nearly all actives have a fitted effect of over 55% in size
Target sequence (P10636 561-689 P618L limits assumed): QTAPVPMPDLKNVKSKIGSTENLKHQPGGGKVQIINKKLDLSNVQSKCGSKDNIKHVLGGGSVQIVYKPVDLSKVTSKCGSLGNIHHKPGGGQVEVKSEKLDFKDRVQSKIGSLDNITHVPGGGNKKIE
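Heparin-induced fibrillization of the P301L-mutant K18 repeat-domain fragment of human tau was followed by ThT binding in quantitative high-throughput format.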
aGal spleen mod: alpha-galactosidase A (human) modulation. hit rate 0.008% among 240,000. P06280. Potency, µM (titrated, usually from 80 µM), for inactives: at the top dose activity change, negative = inhibition, usual class: inhibitors. human spleen homogenate, 4MU-alpha-Gal fluorescence, 40 min;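 note: 0% = enzyme with vehicle and -100% = no enzyme basal signal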
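Fluorogenic readout (Ex 365/Em 440 nm) of 4-methylumbelliferone released from 1 mM 4-MU-alpha-galactoside by spleen homogenate, 40 min at 37C, pH 5.0. Data normalized to no-enzyme and enzyme controls; Hill-equation AC50 from compound titrations.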
ALDH1A1 block: ALDH1A1 (human) enzyme inhibition; P00352; Purified ALDH1A1, NADH fluorescence, propionaldehyde substrate; Potency, µM (doses to about 75.3 µM), for inactives: at the highest dose activity, negative = inhibition, usual class: inhibitors; hit rate 7.3% among 220,000; AID 1030; active = well fitted inhibition curve with a large enough effect, not every such curve was filed as active; inconclusive = small, poorly fitted or top-dose-only effect, or another doubt; inactive = no such curve, though single readings can be large or run the other way;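 note: plate controls were no enzyme wells and a reference inhibitor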
Target sequence (P00352 whole entry, looked up): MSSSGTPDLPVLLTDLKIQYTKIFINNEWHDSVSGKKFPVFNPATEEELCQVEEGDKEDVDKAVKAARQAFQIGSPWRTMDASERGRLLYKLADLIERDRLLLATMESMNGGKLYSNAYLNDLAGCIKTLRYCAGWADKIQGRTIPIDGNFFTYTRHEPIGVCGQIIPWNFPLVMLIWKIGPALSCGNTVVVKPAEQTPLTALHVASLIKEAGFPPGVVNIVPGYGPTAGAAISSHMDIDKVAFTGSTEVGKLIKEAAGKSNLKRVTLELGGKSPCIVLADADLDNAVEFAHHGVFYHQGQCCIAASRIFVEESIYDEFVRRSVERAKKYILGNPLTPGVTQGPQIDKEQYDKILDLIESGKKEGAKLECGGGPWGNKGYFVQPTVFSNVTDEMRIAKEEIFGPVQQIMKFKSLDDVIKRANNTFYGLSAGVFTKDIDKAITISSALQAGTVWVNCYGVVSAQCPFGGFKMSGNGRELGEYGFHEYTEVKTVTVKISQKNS
Tau fibril FP: blocks human tau fibril formation measured by polarization; P10636; K18 P301L tau heparin fibrillization, Alexa594 FP, 6 h; Potency, µM (highest dose often 57.7 µM), without a hit: top-dose activity, negative = inhibition, most hits filed as inhibitors; hit rate 0.39% among 280,000; note: nearly all actives have a fitted effect of over 55% in size
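K18 P301L tau (15 uM unlabeled/0.24 uM Alexa 594-labeled, final) + compound + heparin 20 uM final; 100 mM NaOAc pH 7; 6 hr 37 C; ThT 30 uM final added, 1 hr RT; FP ex 555/em 632 nm.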
* hit, by the source's call; ? = inconclusive; nt = no result given; & = joins results of further samples; [ ] = another dose, or the depositor's remark. Unless noted, calls come from the whole dose curve; as a rule, active = well fitted curve in the direction sought with a large enough effect; inconclusive = small, poorly fitted or top-dose-only effect, or another doubt; inactive = no such curve, though single readings can be large; an effect the other way counts as inactive or inconclusive. Unless noted, % is set by controls: 0 for no effect and ±100 for the full control effect; potency is the fitted concentration of half-maximal effect.

SMILES	L3MBTL1 block	Tau fluor cs	TR SRC2 fluor cs	TRb-SRC2 inh	Tau ThT inhib	aGal spleen mod	ALDH1A1 block	Tau fibril FP
CCOc1ccc2nc(NC(=O)CN3CCN(c4ccccn4)CC3)sc2c1	nt	-15%	-1%	-11%	-16%	-16%	-11%	-1%
CCOC(=O)C1=C(CC)Nc2ccccc2N=C1NC(=O)Nc1ccccc1OC	-4%	-11%	0%	-2%	1%	0%	8%	-5%
O=C1c2oc3ccccc3c(=O)c2C(c2ccccc2F)N1Cc1ccc2c(c1)OCO2 (stereo not given)	nt	-14%	-6%	2%	-4%	nt	nt	-4%
COc1ccc(NC(=S)NCc2ccc3c(c2)OCO3)cc1	nt	-20%	0%	9%	-8%	3%	?	3%
O=C(Nc1nnc(-c2ccc3c(c2)CCCC3)o1)C1CCCCC1	nt	-5%	1%	-2%	-8%	-1%	10%	5%
c1ccc(C2CNCc3c2ccc2ccccc32)cc1 (stereo not given)	-3%	-5%	-1%	-6%	-13%	-12%	5%	7%
CC1(C)COC(c2cccn2Cc2ccc(F)cc2Cl)=N1	3%	-6%	0%	-6%	-4%	7%	11%	-9%
CCN1CCN(Cc2nc3c(c(=O)n(C)c(=O)n3C)n2CC(=O)c2ccccc2)CC1	-1%	3%	0%	1%	-7%	6%	?	7%
N=C1C(c2nc3ccccc3c(=O)[nH]2)=C(O)CN1c1ccccc1	nt	-13%	-4%	4%	-9%	2%	?	3%
CC(O)C(=O)N/N=C/c1cccc(Cl)c1Cl (stereo not given)	4%	-3%	1%	0%	-11%	-1%	6%	5%
CCCn1c(=N)c(C(=O)NCC2CCCO2)cc2c(=O)n3cccc(C)c3nc21 (stereo not given)	7%	-3%	-2%	-12%	-12%	5%	?	-3%
COc1ccccc1/C=C/C(=O)N1CCOCC1	nt	-7%	0%	1%	-1%	-2%	1%	-4%
O=C(O)C1=C[C@H](c2ccc(F)cc2)C[C@H](OCCCCO)O1	nt	0%	-1%	-4%	-6%	11%	nt	2%
O=C(Nc1cccc(C(F)(F)F)c1)C1CCCO1 (stereo not given)	10%	-6%	0%	1%	-4%	10%	3%	-1%
COc1ccc(/C=N/OC(=O)Nc2ccccc2)cc1[N+](=O)[O-]	7%	-9%	-3%	-1%	?	-4%	-39%	-2%
O=C(CSc1nc2scc(-c3ccccc3)c2c(=O)[nH]1)N1CCCCC1	-8%	-7%	3%	0%	?	0%	1.8µM*	3%
COc1ccc2c(c1)c(CC(=O)Nc1ccc(C)cc1)c(C)n2C(=O)c1ccc(Cl)cc1	nt	-19%	0%	-11%	-3%	3%	6%	?
CCOC(=O)CCN(Cc1sccc1C)S(=O)(=O)c1ccc(F)cc1	nt	-15%	-1%	-3%	-12%	-4%	-4%	12%
CSc1nc(N2CCCC2)c2c(c1C#N)CC(C)(C)OC2	-17%	-4%	-4%	4%	-5%	-3%	?	-1%
Cc1c(C(=O)NCCSCc2ccc(F)cc2)cnn1-c1ccc(Cl)cc1	6%	-25%	1%	4%	-13%	2%	8%	1%
Cc1ccccc1NC(=O)CSc1nc2ccc(NC(=O)COc3ccccc3F)cc2s1	nt	-26%	-19%	1%	-11%	nt	nt	?
CC1=C(C(=O)N2CCOCC2)C(c2cccs2)NC(=O)N1 (stereo not given)	-9%	7%	-1%	3%	2%	-15%	5%	5%
COC(=O)c1ccc(Cn2c(SCc3cccc(C)c3)nc3ccncc32)cc1	nt	-21%	5%	3%	?	nt	nt	-1%
CCc1ccc(-n2c(=O)c3sc4ccccc4c3n(CC(=O)NCc3ccccc3)c2=O)cc1	nt	-3%	-2%	0%	3%	nt	nt	?
COc1ccc(S(=O)(=O)N(C)CC(=O)N2CCN(c3ccc(F)cc3)CC2)cc1OC	nt	-12%	0%	-14%	-10%	0%	-14%	3%
CCOCCN(C=O)c1cccc(OC)c1	-2%	3%	2%	-22%	12%	-4%	8%	-1%
O=C(O)/C=C/S(=O)(=O)c1ccc2ccccc2c1	nt	9%	-6%	0%	nt	-4%	nt	2%
CN(C)c1ccc(Sc2nnc(NC(=O)Nc3ccc(Cl)cc3Cl)s2)cc1	1%	?	-1%	-1%	-8%	-1%	2%	-2%
CC(C)=CCC/C(C)=C/CO/N=C1/C[C@@H](O)[C@@H](O)[C@@H]2[C@@H]3C(=O)N(c4cccc(Oc5ccccc5)c4)C(=O)[C@H]3CC[C@H]12	nt	-21%[11.6 µM]	-1%[11.2 µM]	2%[11.2 µM]	-19%[11.5 µM]	8%[17.5 µM]	2%[13.5 µM]	-4%[11.6 µM]
Cc1ccc(NC(=O)C(=O)NCC2(c3ccccc3)CCCC2)cc1C	nt	12%	-2%	-1%	11%	nt	nt	-7%
CCN(CC)CCOC(=O)c1cc(Cl)c(N)cc1OC	-2%	-16%&3%&-5%	1%&0%&2%	8%&1%&-1%	-13%&5%&-4%	-1%&-4%&-2%	-2%&2%&-1%	-2%&4%&-1%
O=C1NC(=S)S/C1=C\c1ccc(SCc2ccco2)o1	3.5µM*	?	?	?	4.5µM*	-8%	0.89µM*	?
Cc1ccn2cc(C(=O)NCc3ccco3)nc2c1	nt	-12%	1%	4%	-12%	-2%	?	-9%
CC(C)(C)NC(=O)Cn1nnc(-c2ccc(S(C)(=O)=O)cc2)n1	0%	-24%	-4%	2%	1%	-5%	?	-12%
CCN1C(=O)N(C)C(N(O)C(=O)NC)C1(C)C (stereo not given)	5%	2%	-3%	-9%	-1%	3%	0%	0%
CN(C)S(=O)(=O)c1cc(NC(=O)CN2CCN(c3ccccc3F)CC2)ccc1Cl	nt	-24%	-1%	2%	-9%	-9%	?	0%
COc1ccc(CCNC(=O)CSc2ccccc2)cc1OC	-4%	-18%	3%	1%	-16%	2%	-4%	-3%
Cc1cccc(NC(=O)C(=O)NCCc2sc(-c3ccccc3)nc2C)c1C	nt	-5%	1%	-1%	-8%	nt	nt	-5%
O=C(CSc1nncs1)Nc1ccc(S(=O)(=O)N2CCCC2)cc1	11%	-1%	1%	-5%	4%	-4%	1%	-4%
Cc1cc(C)nc(NC(=O)C2c3ccccc3Oc3ccccc32)n1	8%	-9%	4%	0%	-4%	2%	6%	-7%
Cc1ccc(NC(=S)N/N=C2\CC3CC=CC23)c(C)c1 (stereo not given)	nt	-12%	3%	4%	?	-2%	25µM*	-6%
CCOc1cc(C2C(C(N)=O)=C(C)Nc3ncnn32)cc(Br)c1O (stereo not given)	nt	-3%	-1%	-4%	-3%	nt	nt	-1%
Cc1ccc(S(=O)(=O)N2CCC(C(=O)Nc3ccc(C)c(Cl)c3)CC2)cc1	nt	?	-3%	3%	-14%	nt	nt	?
Cc1nc(SCc2ccc(O)c([N+](=O)[O-])c2)c([N+](=O)[O-])[nH]1	-6%	-13%	-2%	-4%	?	-3%	?	-10%
CCOc1ccc(OCC)c(NS(=O)(=O)c2cc(-c3cc(C)no3)ccc2C)c1	nt	-18%	-2%	-5%	13%	nt	nt	-4%
COc1ccccc1NC(=O)NCCCN1CCN(c2cccc(Cl)c2)CC1	?	-24%	-1%	7%	-18%	4%	11%	9%
CCOC(=O)C1=C(C)N2C(=C(C#N)[C@@H]1c1ccc(C(=O)OC)cc1)SC[C@@]2(O)C(C)(C)C	nt	-24%	-2%	-10%	-16%	-4%	?	14%
COCCCn1c(SCC(=O)NC2CCCCC2)nnc1-c1ccncc1	-1%	2%	0%	-5%	-6%	10%	-5%	4%
Cc1ccc(Cl)cc1N1CCN(S(=O)(=O)c2ccc3[nH]c4c(c3c2)CCCC4)CC1	nt	?	5%	4%	7%	nt	nt	-5%
O=C1CCCCC/C1=N/Nc1ccc(OCc2ccccc2)cc1	-14%	?	0%	4%	11µM*	0%	nt	4%
CN1C(=O)c2ccccc2C(C(=O)O)C1c1cccc(F)c1 (stereo not given)	4%	-26%	-3%	-1%	-10%	-2%	7%	-11%
Cn1nc(OCc2ccccc2)ccc1=O	4%	-9%	2%	-4%	-13%	1%	12%	-4%
Cc1cccc(-c2n[nH]c(=S)n2-c2ccccc2)c1[N+](=O)[O-]	9%	2%	-5%	-1%	0%	17%	-6%	1%
CCOC(=O)c1c(C)nc2sc3c(=O)n(-c4ccc(C(C)=O)cc4)cnc3c2c1-c1ccc(Cl)cc1	nt	-3%	1%	-4%	-14%	-7%	3%	5%
O=C(CSc1nnc(-c2ccncc2)n1-c1ccc(Cl)cc1)NCc1cccs1	4%	-3%	-5%	-7%	-7%	-2%	0%	1%
CCOc1ccccc1OCC(=O)NCc1ccco1	?	-14%	1%	-6%	?	-16%	?	?
COC(=O)c1ccc(CNC(=O)COC(=O)CC23CC4CC(CC(Br)(C4)C2)C3)cc1	42%[activator]	2%	1%	-6%	3%	-5%	13µM*	-3%
CCc1nn2c(=O)cc(COC(=O)c3ccccc3NC(=O)COc3ccc(F)cc3)nc2s1	nt	-6%	-2%	0%	0%	nt	nt	-13%
COc1ccc(C(=O)N2c3ccccc3C=CC2C#N)cc1 (stereo not given)	2%	-9%	-4%	-11%	-13%	-1%	?	7%
CC1(C)C2C/C(=N\O)C(C)(/[N+]([O-])=C/c3cccc([N+](=O)[O-])c3)CC21 (stereo not given)	3%	-7%	-2%	8%	2%	3%	1%	-6%
O=C(C[n+]1ccc(-c2nnc3n2CCCCC3)cc1)c1ccc(Cl)cc1	11%	-2%	-2%	0%	-13%	-2%	nt	-5%
CCOc1ccc(CNCCNC(=O)c2nonc2N)cc1	-4%	17%&-8%	-8%&6%	-3%&-2%	10%&-6%	0%	-6%	5%&-3%

Part of the list above in another layout:
smiles: Cc1cccc(-c2n[nH]c(=S)n2-c2ccccc2)c1[N+](=O)[O-]
  L3MBTL1 block = 9%
  Tau fluor cs = 2%
  TR SRC2 fluor cs = -5%
  TRb-SRC2 inh = -1%
  Tau ThT inhib = 0%
  aGal spleen mod = 17%
  ALDH1A1 block = -6%
  Tau fibril FP = 1%
smiles: CCOC(=O)c1c(C)nc2sc3c(=O)n(-c4ccc(C(C)=O)cc4)cnc3c2c1-c1ccc(Cl)cc1
  L3MBTL1 block = nt
  Tau fluor cs = -3%
  TR SRC2 fluor cs = 1%
  TRb-SRC2 inh = -4%
  Tau ThT inhib = -14%
  aGal spleen mod = -7%
  ALDH1A1 block = 3%
  Tau fibril FP = 5%

Hits appear at their usual frequency; any-hit rate near 8.5%.
